# Screening results as filed in PubChem.
# SRC3 TRFRET art: TR-FRET artefact, counter-screen to PPARgamma/SRC-3 agonist assay; PPARgamma/SRC-3 format; active compounds read high; TR-FRET ratio at 8 µM; 99,000 tested, 0.39% active; AID 1048; in the data active = TR-FRET ratio above about 2000; also: inactives centre near 1600; reference of the scale not given here
# SRC1 TRFRET art: TR-FRET artefact, counter-screen to PPARgamma/SRC-1 agonist assay; AID 1051; TR-FRET ratio at 8 µM; 99,000 tested, 0.34% active; TR-FRET detection artefact counter-screen, emission ratio; active compounds read high; in the data active = TR-FRET ratio above about 2300; also: inactives centre near 1800; reference of the scale not given here
# * marks the source's active call; other numbers are inactive results. The list is partial. The share of hits here may be higher or lower than overall.
SMILES,SRC3 TRFRET art,SRC1 TRFRET art
O=C(NCc1cccnc1)c1ccc(COc2ccc(Cl)cc2)cc1,1558,1601
CCCOC(=O)c1c(-c2ccc(C)cc2C)csc1NC(=O)C1C2CCC(O2)C1C(=O)O (centres undefined),1514,1750
C/C(CC(=O)Nc1ccc(N(C)C)cc1)=N\NC(=O)c1ccc([N+](=O)[O-])cc1Cl,1469,2045
CCC(C)NC(=O)CSc1nnc(-c2ccc(Cl)cc2)n1N (centres undefined),1468,1809
Cc1occc1C(=O)Nc1nnc(C(F)(F)F)s1,1953,1947
COc1ccc(/C=N/OCC(=O)Nc2nc3ccccc3s2)cc1,1638,1688
CCN(CC)S(=O)(=O)c1ccc(N=NC2=C(O)CCCC2=O)cc1,1652,1924
Cc1cc(C)c[n+](-c2nc3ccccc3nc2[N-]S(=O)(=O)c2ccc(Br)s2)c1,1835,1762
CN(C)CCSc1nc(-c2ccccc2)nc2c1CCC2,1633,1797
COc1cc(/C=N/NC(=O)C(=O)/C=C2\NC3(CCCC3)Cc3ccccc32)ccc1O,1528,1870
COc1cc(CNCc2ccccn2)ccc1OCc1ccc(Cl)cc1,1832,2167
Cc1cc(NC(=O)c2cc(-c3ccccn3)nc3ccccc23)no1,1524,1920
CC1(C)CCc2c([nH]c3ccccc3c2=O)O1,1641,1965
N#C/C(=C\c1c[nH]c2ccccc12)C(=O)NCC1CCCO1 (centres undefined),1583,1828
O=C(c1cn[nH]c1)N1CCc2c([nH]c3ccccc23)C1c1c(F)cccc1Cl (centres undefined),1438,1811
Cc1ccc(S(=O)(=O)N(C)Cc2ccc(C(=O)N/N=C/c3ccc(OC(F)F)cc3)cc2)cc1,1788,1996
CC(C)N(Cc1nc2ccccc2[nH]1)C(C)C,1529,1614
COc1ccc(/C(C)=N/OCC(=O)Nc2nc3ccccc3s2)cc1,1451,1495
Cc1ccc(S(=O)(=O)Nc2ccc(NC(=O)c3c(F)c(F)c(F)c(F)c3F)cc2)cc1,1700,1617
CC12CCC(C(=O)Nc3ccccc3-n3cccc3)(CC1=O)C2(C)C (centres undefined),1405,1629
O=[N+]([O-])c1ccc(N2CCN(c3ccccc3O)CC2)c(Cl)c1,1515,1638
CC(Oc1ccccc1)c1ccn[nH]1 (centres undefined),1718,1764
CCOC(=O)N1CCC(NC(=O)CS(=O)(=O)Cc2nc(-c3ccccc3C)oc2C)CC1,1656,1853
CCCCOC(=O)/C=C/c1c(C)[nH]c(=O)[nH]c1=O,1595,1652
Cc1c(Cc2ccccc2)sc(/N=C/c2ccc3ccccc3c2)c1C(N)=O,1306,1842
CCN(CC(=O)Nc1c(F)cccc1F)C(=O)Cc1ccccc1,1494,1919
Cc1c(NS(=O)(=O)c2ccc(Cl)c(C(=O)OC(C)C(=O)N3CCOCC3)c2)c(=O)n(-c2ccccc2)n1C (centres undefined),1348,1794
CCOC(=O)NCCc1ccc(OC)cc1,1436,1740
O=C(c1cccc(Cl)c1)C1CCCN(C(=O)c2ccoc2)C1 (centres undefined),1589,1789
O=C(NC1CCc2ccccc21)c1cc(COc2ccc(F)cc2Cl)on1 (centres undefined),1677,1712
Cc1ccc(-c2nnc(-n3nc(C)cc3C)c3ccccc23)cc1,1625,1958
CSc1ccc(CN2CCN(C3CCCC3)C(CCO)C2)cc1 (centres undefined),1427,1869
COC(=O)c1sc2nc(C)cc(-c3ccccc3)c2c1N,1650,1840
Cc1cc(S(=O)(=O)N(Cc2ccccc2)Cc2ccc(N(C)C)cc2)ccc1-n1cnnn1,1494,1770
COc1cc(/C=N\NC(=O)C2CC3C=CC2C3)ccc1O (centres undefined),1514,1663
COc1cc(CN(CCc2c(C)[nH]c3ccc(C)cc23)C(=S)NC(C)(C)C)cc(OC)c1OC,1719,1735
Cc1cc(/C=C(\C#N)C(=O)OCC(=O)Nc2ccc(OC(F)F)cc2)c(C)n1CC(C)C,1655,1773
CS(=O)(=O)N(CC(=O)N1CCCC1)Cc1ccccc1,1681,2058
c1ccc2c(c1)nnn2-c1ncnc2sccc12,1688,1900
C=CCNC(=S)N/N=C(\C)c1cccnc1,1527,1910
CCOc1cccc(/C=N/NC(=S)Nc2ccccc2[N+](=O)[O-])c1O,1558,1909
Cc1ccc(Cl)c(OC(=O)Cn2cnc3c2c(=O)n(C)c(=O)n3C)c1,1396,1750
NS(=O)(=O)c1ccc(NC(=O)CSc2nc3ccccc3[nH]2)cc1,1671,1988
CCOC(=O)/C=C/C(=O)OCC(=O)NCc1ccccc1,1408,1990
COC(=O)c1ccccc1NC(=S)NC(=O)C1CCCCC1,1519,1812
O=C(OCC(=O)N1CCCC1)c1ccc(S(=O)(=O)Nc2ccccc2)cc1,1446,1662
CC(Oc1ccc(Cl)cc1Cl)C(=O)Nc1ccc(OCC(=O)O)cc1 (centres undefined),1555,1652
Cc1ccc(S(=O)(=O)CCc2nc3ccccc3[nH]2)cc1,1515,1603
S=C(Nc1ccccc1)Nn1cnnc1,1573,1744
CC1CCN(c2ccc(NC(=O)Cc3ccccc3)cc2)CC1,1751,2014
Cc1cc(=O)n(-c2ccc(Cl)cc2)c(=O)[nH]1,1412,1627
Cc1ccc(OCCOCCn2cnc3ccccc3c2=O)c([N+](=O)[O-])c1,1584,1619
CS(=O)(=O)N1CCN(C(=S)NCc2ccc(F)cc2)CC1,1667,1888
Cc1ccc(C2CC(=O)C=C(Nc3ccc(Cl)cc3)C2)cc1 (centres undefined),1678,1688
O=C(C1=C[C@H](c2ccc(Br)cc2)C[C@H](OCCCCO)O1)N1CCN(Cc2ccc3c(c2)OCO3)CC1,1408,1628
Cc1cccc(NC(=O)CN2C(=O)N/C(=C\c3ccc(N4CCOCC4)cc3)C2=O)c1,1652,1892
COc1ccc2nc(NC(=O)CSc3nnnn3C)sc2c1,1573,1937
COC(=O)CN1C(=S)N(c2ccc(OC)cc2)C(=O)/C1=C/c1ccc(OC)cc1,1645,1852
CN(C)c1ccc(/C=N\S(=O)(=O)c2ccccc2)cc1,1620,1761
Cc1ccc(NC(=O)CSc2nnc3ccccn23)cc1S(=O)(=O)N1CCOCC1,1827,1849
# Further results
SMILES,SRC3 TRFRET art,SRC1 TRFRET art
Cc1cc(C2=NNC(=NC3CCCCC3)SC2)c(C)n1-c1c(C)n(C)n(-c2ccccc2)c1=O,1570,1789
CC(C)CC(NC(N)=O)C(=O)Nc1ccc(Oc2ccccc2)cc1 (centres undefined),1689,1885
COc1ccc(OCCn2cc(/C=C(\C#N)C(=O)NCc3ccco3)c3ccccc32)cc1,1586,1888
Cc1c(C)n2c3c(cccc13)CC2,1458,1604
Cc1ccc2c(c1)C(c1ccccc1)N(C(=O)c1cc3ccccc3oc1=O)CC(=O)N2 (centres undefined),1523,1886
CCOC(=O)C1(CCOC)CCN(Cc2ccccc2-c2ccco2)CC1,1464,1734
O=C(CSc1ccc2ccccc2c1)NCc1cccs1,1527,1677
COCC(C)N1CC(O)=C(c2nc(-c3ccc(Cl)cc3)cs2)C1=N (centres undefined),1470,1426
Cc1cccc(Nc2nc(N)c(C#N)c(CC#N)c2C#N)c1,1847,1968
OCCN1CCN(c2cc(-c3ccccc3)c3ccccc3n2)CC1,1634,1733
O=C(O)c1ccccc1-c1nc2ccccc2c(=O)[nH]1,1685,1939
CCCCCCCCC(=O)NNC(=O)c1c(O)c2ccccc2n(CC)c1=O,1618,1477
CN1CCN(C(N)=NC(=O)c2ccccc2)CC1,1719,1938
Cc1ccc(S(=O)(=O)n2nc(-c3cccnc3)nc2N)cc1,1474,1863
COc1ccc([N+](=O)[O-])cc1/C=N/Nc1nc(N2CCCCC2)nc(N2CCCCC2)n1,1637,1768
COc1ccc(-c2nnc(SCC(=O)c3cccs3)o2)cc1,1688,2085
N#Cc1c(C(F)(F)F)cc(-c2ccc(F)cc2)nc1SCC(=O)O,1713,2097
CN(C)/C=C1/NC(=S)NC1=O,1413,1807
CC(C)(O)C#Cc1ccc(C(=O)N2CCC(C(N)=O)(N3CCCCC3)CC2)cc1,1585,1595
CC1(C)Cc2c(c(-c3ccco3)nc3sc4c(NCCO)ncnc4c23)CO1,1374,1667
Cc1cc(C(=O)COC(=O)CC2Sc3ccccc3NC2=O)c(C)n1-c1ccccc1 (centres undefined),1726,2064
COc1ccc(/C=N/NC(=O)c2cc(-c3ccc4c(c3)OCO4)n[nH]2)cc1OC,1703,1766
O=C(NC(Nc1ccccn1)C(Cl)(Cl)Cl)c1ccccc1 (centres undefined),1474,1686
CCOC(=O)Cc1csc(NC(=O)CSc2cc(Cl)ccc2Cl)n1,1534,1651

# Grouped by structure, those above containing two or more sulfur atoms.
SMILES,SRC3 TRFRET art,SRC1 TRFRET art
Cc1cc(C)c[n+](-c2nc3ccccc3nc2[N-]S(=O)(=O)c2ccc(Br)s2)c1,1835,1762
NS(=O)(=O)c1ccc(NC(=O)CSc2nc3ccccc3[nH]2)cc1,1671,1988
CS(=O)(=O)N1CCN(C(=S)NCc2ccc(F)cc2)CC1,1667,1888
COc1ccc2nc(NC(=O)CSc3nnnn3C)sc2c1,1573,1937
Cc1ccc(NC(=O)CSc2nnc3ccccn23)cc1S(=O)(=O)N1CCOCC1,1827,1849
O=C(CSc1ccc2ccccc2c1)NCc1cccs1,1527,1677
COc1ccc(-c2nnc(SCC(=O)c3cccs3)o2)cc1,1688,2085
CCOC(=O)Cc1csc(NC(=O)CSc2cc(Cl)ccc2Cl)n1,1534,1651

# Going on with the list.
SMILES,SRC3 TRFRET art,SRC1 TRFRET art
CC(=O)c1ccc(NC(=O)C(C)N(C)CC(=O)Nc2ccc(N3CCOCC3)cc2)cc1 (centres undefined),1235,1534
CC(C)(C)CNc1cc(N2CCOCC2)ccc1[N+](=O)[O-],1590,1783
CCOC(=O)CSC1=N/C(=C\c2cc(OC)c(OC)c(OC)c2)C(=O)N1C,1777,1865
Cn1cccc1Cc1nnc(SCC(=O)NC2CCCCC2)n1CCc1ccccc1,1676,1735
C#CC1(NC(=O)N(C)C)CCCCC1,1590,1828
O=C(O)c1cccc(N2C(=O)/C(=C/c3ccc([N+](=O)[O-])cc3)C=C2c2ccccc2)c1,1467,1736
CCC(C)(C)n1nnnc1C(c1ccc(F)cc1)N1CCC(C(N)=O)CC1 (centres undefined),1633,1823
CC12CN3CCN(CC(C3)/C1=N\N=C1/C3CN4CCN(C3)CC1(C)C4)C2,1516,2054
N#CNC(=Nc1cccc(F)c1)SCc1ccccc1F,1553,1781
Cc1ccccc1Nc1nc(N)nc(COC(=O)CCS(=O)(=O)c2ccccc2)n1,1607,1799
CCCC(=O)OCCNc1cc(SCc2ccco2)c2nonc2c1[N+](=O)[O-],1447,1752
CCc1ccc(-n2c(C)n[nH]c2=S)cc1,1574,1699
Cc1ccc(C(=O)NC(O)C(Cl)Cl)cc1 (centres undefined),1594,2029
CN(C)S(=O)(=O)Nc1ccccc1F,1433,1605
Fc1ccccc1COc1ccccc1/C=N/Nc1nc(N2CCCC2)nc(N2CCCC2)n1,1735,1955
CC(C)(C)NC(=O)NC(=O)COC(=O)CNS(=O)(=O)c1ccc(Br)cc1Cl,1531,2161
O=C(NC1CCSC1=O)c1cccc(Cl)c1 (centres undefined),1486,1850
Cc1nc2ccc(NS(=O)(=O)c3ccc(F)cc3)cc2s1,1668,1824
Cc1cc(C(=O)COC(=O)c2ccc3c(c2)NC(=O)CS3)c(C)n1CCc1ccc(Cl)cc1,1752,2131
O=C(c1ccc(F)cc1)C1CCN(S(=O)(=O)c2ccccc2)CC1,1491,1772
Cn1c(=O)n(C)c2cc(NS(=O)(=O)c3ccc(F)cc3)ccc21,1357,1938
O=C(Nc1ccc2c(c1)OCCO2)C1CCN(C(=O)c2ccc(Cl)cc2)CC1,1386,1647
COc1cc(/C=N/NC(=O)c2nc3ccccn3c2C)cc(OC)c1O,1676,1952
COC(=O)c1ccc(COc2ccc(/C=N/O)cc2OC)o1,1555,1897
CC(=O)N1CC(c2ccccc2)C(c2ccc(Cl)cc2)=N1 (centres undefined),1860,2065
Cn1c(=O)n(C)c2cc(CN3C(=O)OC(C)(C)C3(C)O)ccc21 (centres undefined),1828,2111
N#CCC(=O)Nc1cc(C(F)(F)F)ccc1N1CCOCC1,1555,1546
Cc1ccc(Nc2ccc(C(F)(F)F)cc2[N+](=O)[O-])cc1,1363,1651
Cc1ccc(-n2sc3ccccc3c2=O)cc1,1709,1710
COc1ccccc1N1C(=N)S/C(=C\c2ccc(-c3ccccc3C(=O)O)o2)C1=O,1524,1888
O=C(COc1ccccc1F)N1c2ccccc2CCc2ccccc21,1562,1532
O=C(O)c1ccc(Cl)c(S(=O)(=O)Nc2ccccc2N2CCOCC2)c1,1665,1624
O=[N+]([O-])c1ccccc1S(=O)(=O)NCc1ccc(F)cc1,1677,1873
O=C1N(Cc2cccnc2)C[C@@H]2C[C@@H](c3ccccc3C#Cc3ccccc3)N3CCC[C@@]123,1514,1606
Cc1ccc(C)c(NC(=O)c2cc(=O)c3ccccc3o2)c1,1466,1762
O=C(O)c1csc(-c2cccs2)n1,1872,1974

# Part of the list above in a different format:
# Values run as follows: SRC3 TRFRET art, SRC1 TRFRET art
> N#CCC(=O)Nc1cc(C(F)(F)F)ccc1N1CCOCC1
  1555, 1546
> O=[N+]([O-])c1ccccc1S(=O)(=O)NCc1ccc(F)cc1
  1677, 1873
> O=C(O)c1ccc(Cl)c(S(=O)(=O)Nc2ccccc2N2CCOCC2)c1
  1665, 1624

# Later entries.
SMILES,SRC3 TRFRET art,SRC1 TRFRET art
COc1cccc(C2CC(c3ccccc3)Nc3nc(N)nn32)c1 (centres undefined),1378,1754
CCOC(=O)N1CCN(C(=O)CSc2ccc(-c3cccnc3)nn2)CC1,1673,1548
O=C(NCc1ccc(F)cc1)C1Cc2ccccc2CN1C(=O)c1ccco1 (centres undefined),1755,1695
COCCN(C(=S)Nc1ccc(C)cc1)C(C)c1cccnc1 (centres undefined),1444,1746
Cc1ccc(NC(=S)c2ccccc2)cc1,1445,1723
